# GCN5L2 inh: GCN5L2 (KAT2A) acetyltransferase inhibition; 390,000 tested, 0.21% active; Potency, µM (doses to about 58.9 µM), inactives show at the highest dose activity change, negative = inhibition, actives largely listed as inhibitors; GCN5L2 HAT assay, ThioGlo1 CoA-SH fluorescence; AID 504327
# Target sequence (Q92830 whole entry, looked up): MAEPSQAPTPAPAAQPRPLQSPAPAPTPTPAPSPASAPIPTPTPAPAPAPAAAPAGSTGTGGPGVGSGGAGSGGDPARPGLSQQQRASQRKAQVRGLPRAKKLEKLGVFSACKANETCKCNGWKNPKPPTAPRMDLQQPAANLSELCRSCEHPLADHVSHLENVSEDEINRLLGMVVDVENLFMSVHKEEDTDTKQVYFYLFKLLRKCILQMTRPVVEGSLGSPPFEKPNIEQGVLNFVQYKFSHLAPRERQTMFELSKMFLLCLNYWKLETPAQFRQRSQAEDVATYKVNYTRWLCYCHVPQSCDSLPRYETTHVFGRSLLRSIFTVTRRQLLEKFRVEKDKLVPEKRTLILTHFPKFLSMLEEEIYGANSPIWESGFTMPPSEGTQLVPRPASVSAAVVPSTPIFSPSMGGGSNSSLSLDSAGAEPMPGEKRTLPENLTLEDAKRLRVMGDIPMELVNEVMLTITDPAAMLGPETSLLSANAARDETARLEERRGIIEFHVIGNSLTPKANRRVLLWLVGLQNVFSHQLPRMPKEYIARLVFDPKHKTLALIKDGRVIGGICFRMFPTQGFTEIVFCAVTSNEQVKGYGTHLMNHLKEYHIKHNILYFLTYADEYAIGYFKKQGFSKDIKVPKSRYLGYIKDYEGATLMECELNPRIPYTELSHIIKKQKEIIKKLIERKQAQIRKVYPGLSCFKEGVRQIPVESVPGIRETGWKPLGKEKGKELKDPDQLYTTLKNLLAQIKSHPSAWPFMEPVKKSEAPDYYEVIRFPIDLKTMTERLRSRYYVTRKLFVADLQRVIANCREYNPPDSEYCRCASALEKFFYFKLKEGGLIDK
#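 Titration-based screen in which CoA formation is detected via maleimide probe ThioGlo1 (50uM) turning fluorescent on thiol reaction; substrates H3(1-25) 75uM and acetyl-CoA 70uM, GCN5L2 20nM, 20 min incubation at room temperature.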
# N370S GC: N370S glucocerebrosidase modulation, Gaucher chaperone candidate | N370S GC spleen homogenate, 4MU-glucoside fluorescence | Potency, µM (doses to about 59.4 µM), without a hit: at the highest dose activity change, negative = inhibition, usual class: inhibitors | 330,000 tested, 0.092% active;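 further: 0% = full enzyme activity and -100% = no enzyme basal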
# FEN1 inh: blocks human flap endonuclease 1 | Potency, µM (highest dose often 114 µM), inactives show at the highest dose activity change, negative = inhibition, actives largely listed as inhibitors | Recombinant FEN1 flap cleavage, fluorescence, 15 min | P39748 | AID 588795 | 390,000 tested, 0.35% active; further: nearly all actives have a fitted effect of over 65% in size
#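 Recombinant FEN1 (10 nM) was preincubated with pin-transferred compounds for 15 min at room temperature, then flap DNA substrate (50 nM final) was added. Plates were read at 0 and 15 min, and normalized concentration–response data were fitted to a four-parameter Hill equation.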
# * = called active by the depositor; ? = inconclusive; . = no result given; & = joins results of further samples; [ ] = remark or other dose. The call rests on the fitted dose curve; in most records, active means well fitted curve in the direction sought with a large enough effect; inconclusive means small, poorly fitted or top-dose-only effect, or another doubt; inactive means no such curve, though single readings can be large; an effect the other way counts as inactive or inconclusive. Unless noted, on the % scale 0 is the no-effect control and ±100 the full control effect; potency means the concentration at half of the fitted maximal effect.
Structure	FEN1 inh	N370S GC	GCN5L2 inh
O=C(c1ccc(Cl)c(Cl)c1)N1CCCC1	-11%	3%	-2%
Cc1nn(-c2ccccc2)c(C)c1C(=O)OCC(=O)NCc1ccco1	-3%	1%	0%
O=C(CCN1CCN(c2ccc([N+](=O)[O-])cc2)CC1)c1ccc(Cl)cc1	10%	-12%	-1%
COc1ccc(-c2ccnc3nc(N4CCOCC4)nn23)cc1	3%	0%	-17%
CCc1nnc(NC(=O)c2cccc(S(=O)(=O)N3CCc4ccccc43)c2)s1	-4%	-4%[2.35 µM]	-1%
Cc1cc(C)c2c(=O)[nH]n(C3CCOC(C)(C)C3)c2n1 (stereo not given)	18%	7%	1%
Cc1cc(=O)n2[nH]c(NCc3c(F)cccc3Cl)nc2n1	-3%	-9%	37%[activator]
COC(=O)c1ccc(NC(=O)N2CCC(CN3CCc4ccccc4C3)CC2)cc1	6%	.	-3%
O=C(CSc1ccc2nnc(-c3cccnc3)n2n1)N1CCc2ccccc21	.	4%	-1%
COc1cc2c(cc1OC)C(c1ccccc1)CN(C)CC2 (stereo not given)	.	-3%	-9%
COc1ccc(/C=N/n2c(C)cc(C)cc2=O)cc1	7%	4%	-11%
O=C(NCC(c1cccs1)N1CCOCC1)c1cn(-c2ccccc2)nc1-c1ccccc1 (stereo not given)	-2%	.	-5%
CCOC(=O)c1c(C)c(C(=O)N2CCCCCC2)c(C)n1C	-15%	-19%	-2%
O=C(CSCc1ccccc1)NNC(=S)Nc1cccc(Cl)c1Cl	-1%	-3%	-1%
COC(=O)c1c(C)[nH]c(C(=O)C(C)OC(=O)C2CC2C)c1C (stereo not given)	-1%	.	1%
CCOC(=O)c1n[nH]c2ccccc12	-2%	0%	0%
CCCCNc1oc(-c2ccc(COc3ccccc3C)o2)nc1C#N	5%	.	-6%
COc1ccc(S(=O)(=O)N2CCOC2CNC(=O)C(=O)NCCCN2CCOCC2)cc1C (stereo not given)	0%	-2%	-4%
C/C=C(\C)C(=O)Nc1cccc(C2=NOC3(C2)C[C@H](C(N)=O)N(C(=O)CC#N)C3)c1 (stereo not given in full)	3%	4%	-14%
Cc1coc2cc3oc(=O)c(CCC(=O)NCc4ccccc4Cl)c(C)c3cc12	?	.	-3%
CN(C(=O)Nc1ccc(C(C)(C)C)cc1)C1CCCCC1	-7%	3%	0%
O=C(Nc1cc(C(=O)N2CCOCC2)ccc1N1CCCC1)c1cccs1	0%	-6%	-13%
Cc1ccc(N(C(=O)c2ccccn2)C2(C(=O)NC3CCCC3)CCCCC2)cc1	-10%	8%	1%
CCOc1c2ccc(C(=O)NCc3ccco3)cc2nn1CC	10%	0%	2%
COc1ccccc1-c1oc2ccccc2c(=O)c1O	.	20%	-13%
CC(C)n1cc(/C=C2\NC(=O)N(c3cccc(Cl)c3)C2=O)c2ccccc21	-16%	8%	-15%
CCc1c(C)sc(NC(=O)c2cc(C3CC3)on2)c1C#N	9%	5%	-7%
c1ccc(-c2nnc(CN3CCN(c4ccccn4)CC3)o2)cc1	2%	.	-12%
COc1cccc(CC2(CO)CCCN(Cc3ccc(OC)c(C)c3OC)C2)c1 (stereo not given)	-2%	-6%	-18%
CC(C)c1ccc(OCC(=O)N2CCN(c3ccccn3)CC2)c(Br)c1	1%	-6%	-29%
CC(C)COc1ccc(C(=O)NNC(=O)CCC(=O)c2cccs2)cc1	-7%	.	2%
COc1cc2c(cc1OC)CN(Cc1cc(=O)n3cc(C)ccc3n1)CC2	-5%	2%	-6%
CN(CCCNC(=O)C1CCC(=O)N1Cc1ccc(F)cc1)c1ccccc1 (stereo not given)	-4%	-6%	-1%
CC(C)C(NC(=O)OC(C)(C)C)C(=O)N1CCCC1C(=O)NC(Cc1ccccc1)C(N)=O (stereo not given)	4%	5%	-7%
CN(C)C=Nc1nc2ccccc2nc1N1CCCC1	3%	9%	-7%
O=C(Nc1ccccc1C(F)(F)F)c1noc2c1CCCCC2	-5%	.	2%
Clc1cccc(-c2csc(-c3nc(-c4ccc(Br)s4)cs3)n2)c1	-2%	.	-7%
Cc1cc(C)n(-c2nc(C)c(C)c(=O)n2CC(=O)Nc2ccc(Cl)c(Cl)c2)n1	9%	.	4%
Cc1cc(N2CCCCC2)n2ncc(-c3ccc(Cl)cc3)c2n1	34%[activator]	11%	-22%
CC(=O)Nc1ccc(C(=O)COC(=O)CCN2C(=O)C3CC=CCC3C2=O)cc1 (stereo not given)	11%	-12%	-8%

# Some of the entries so far, with values under each structure.
# Value order: FEN1 inh, N370S GC, GCN5L2 inh
- O=C(CSCc1ccccc1)NNC(=S)Nc1cccc(Cl)c1Cl
→ -1%, -3%, -1%
- COC(=O)c1c(C)[nH]c(C(=O)C(C)OC(=O)C2CC2C)c1C (stereo not given)
→ -1%, ., 1%
- CCOC(=O)c1n[nH]c2ccccc12
→ -2%, 0%, 0%
- CCCCNc1oc(-c2ccc(COc3ccccc3C)o2)nc1C#N
→ 5%, ., -6%
- COc1ccc(S(=O)(=O)N2CCOC2CNC(=O)C(=O)NCCCN2CCOCC2)cc1C (stereo not given)
→ 0%, -2%, -4%
- C/C=C(\C)C(=O)Nc1cccc(C2=NOC3(C2)C[C@H](C(N)=O)N(C(=O)CC#N)C3)c1 (stereo not given in full)
→ 3%, 4%, -14%
- Cc1coc2cc3oc(=O)c(CCC(=O)NCc4ccccc4Cl)c(C)c3cc12
→ ?, ., -3%
- CN(C(=O)Nc1ccc(C(C)(C)C)cc1)C1CCCCC1
→ -7%, 3%, 0%
- O=C(Nc1cc(C(=O)N2CCOCC2)ccc1N1CCCC1)c1cccs1
→ 0%, -6%, -13%
- Cc1ccc(N(C(=O)c2ccccn2)C2(C(=O)NC3CCCC3)CCCCC2)cc1
→ -10%, 8%, 1%
- CCOc1c2ccc(C(=O)NCc3ccco3)cc2nn1CC
→ 10%, 0%, 2%
- COc1ccccc1-c1oc2ccccc2c(=O)c1O
→ ., 20%, -13%
- CC(C)n1cc(/C=C2\NC(=O)N(c3cccc(Cl)c3)C2=O)c2ccccc21
→ -16%, 8%, -15%
- CCc1c(C)sc(NC(=O)c2cc(C3CC3)on2)c1C#N
→ 9%, 5%, -7%
- c1ccc(-c2nnc(CN3CCN(c4ccccn4)CC3)o2)cc1
→ 2%, ., -12%
- COc1cccc(CC2(CO)CCCN(Cc3ccc(OC)c(C)c3OC)C2)c1 (stereo not given)
→ -2%, -6%, -18%
- CC(C)c1ccc(OCC(=O)N2CCN(c3ccccn3)CC2)c(Br)c1
→ 1%, -6%, -29%
- CC(C)COc1ccc(C(=O)NNC(=O)CCC(=O)c2cccs2)cc1
→ -7%, ., 2%
- COc1cc2c(cc1OC)CN(Cc1cc(=O)n3cc(C)ccc3n1)CC2
→ -5%, 2%, -6%
- CN(CCCNC(=O)C1CCC(=O)N1Cc1ccc(F)cc1)c1ccccc1 (stereo not given)
→ -4%, -6%, -1%
- CC(C)C(NC(=O)OC(C)(C)C)C(=O)N1CCCC1C(=O)NC(Cc1ccccc1)C(N)=O (stereo not given)
→ 4%, 5%, -7%
- CN(C)C=Nc1nc2ccccc2nc1N1CCCC1
→ 3%, 9%, -7%
- O=C(Nc1ccccc1C(F)(F)F)c1noc2c1CCCCC2
→ -5%, ., 2%
- Clc1cccc(-c2csc(-c3nc(-c4ccc(Br)s4)cs3)n2)c1
→ -2%, ., -7%
- Cc1cc(C)n(-c2nc(C)c(C)c(=O)n2CC(=O)Nc2ccc(Cl)c(Cl)c2)n1
→ 9%, ., 4%

# Among those listed so far, these have two or more sulfur atoms.
Structure	FEN1 inh	N370S GC	GCN5L2 inh
CCc1nnc(NC(=O)c2cccc(S(=O)(=O)N3CCc4ccccc43)c2)s1	-4%	-4%[2.35 µM]	-1%
O=C(CSCc1ccccc1)NNC(=S)Nc1cccc(Cl)c1Cl	-1%	-3%	-1%
Clc1cccc(-c2csc(-c3nc(-c4ccc(Br)s4)cs3)n2)c1	-2%	.	-7%

# Next section.
Structure	FEN1 inh	N370S GC	GCN5L2 inh
O=C(NCCN1CCOCC1)C1CCC(=O)N1Cc1ccc(F)cc1 (stereo not given)	-7%	4%	-1%
Cc1noc(C)c1-c1nccc(NCc2ccccc2)n1	.	8%	-18%
C=CC[C@H](CC(=O)N(CCO)Cc1ccccc1)C(=O)N[C@H](COC(=O)[C@@H](CC=C)Cc1ccc(F)cc1)Cc1c[nH]c2ccccc12	-16%	.	-16%
O=S(=O)(/N=C(\Sc1ccc(Cl)cc1)c1ccccc1)c1ccccc1	-1%	-18%	9%
CC(=O)Nc1ccc(NC(=O)c2ccc(COc3ccccc3)cc2)cc1	-7%	-10%	-6%
O=S(=O)(NCC1CCCN(Cc2ccccc2O)C1)c1cccc2cccnc12 (stereo not given)	-2%	-9%	2%
Cn1c(=O)n(C)c2cc([N+](=O)[O-])c(N3CCN(C(=O)c4cccc(Cl)c4)CC3)cc21	-8%	14%	3%
O=C(Nc1ccn(Cc2ccc(F)cc2)n1)c1ccncc1	0%	9%	-2%
CCOc1ccc(/C(C)=N\NC(=O)Cc2ccccc2)cc1	-1%	-22%	-2%
COc1cccc(Nc2c(F)c(F)c(F)c(F)c2C(=O)O)c1	2%	4%	-1%
CCn1nc(C)c(NS(=O)(=O)c2ccc(C)cc2)c1C	-1%	0%	-8%
COc1ccccc1NC(=O)c1coc(=O)c(Br)c1	1%	-3%	-7%
CCOC(=O)c1cnc(SC)nc1Sc1cc(Cl)ccc1Cl	8%	-2%	16%
CSc1ncc(C(=O)N2CCN(c3cc(Cl)ccc3C)CC2)c(C)n1	-13%	.	-8%
Cc1ccc(N2C(=O)C(O)(C(F)(F)F)C3=C2CC(C)(C)CC3=O)cc1 (stereo not given)	40%[activator]	-10%	-1%
CC(=O)Nc1ccc(C(=O)Nc2ccncc2)cc1	29%	1%	1%
O=C(Nc1ccc(F)c(Cl)c1)N1CCCCCC1	-12%	-6%	-2%
CCC(Sc1nc2cc3c(cc2c(=O)n1Cc1ccco1)OCO3)C(=O)Nc1cccc(OC)c1 (stereo not given)	20%	-20%	-13%
CSc1ccccc1C(=O)NCC1CCCO1 (stereo not given)	5%	.	-4%
COC(=O)c1cc(OC)c(OC)cc1NC(=O)c1cccnc1	.	8%	-4%
CCN(CC)c1ccc(/C=N/NC(=O)c2cnccn2)cc1	-6%	-13%	-12%
O=C(NC1CCCCC1)C(c1ccc2ncccc2c1)N(Cc1ccc2c(c1)OCO2)C(=O)c1ccc2c(c1)OCCO2 (stereo not given)	-6%	-18%	-8%
Cn1cccc1C(=O)N1CCC[C@@]2(CCN(C(=O)Nc3cccc(F)c3)C2)C1	.	0%	-8%
CNC(=O)Cn1ncc2c3ccccc3n(C)c2c1=O	-7%	-1%	-11%
CC1CCc2ccccc2N1C(=O)c1cccs1 (stereo not given)	3%	-2%	2%
Cc1cccc(CNC(=O)CN2C(=O)CCCc3ccccc32)c1	3%	.	1%
O=C(Cn1c(=O)nc(-c2ccccc2)c2ccccc21)NCc1ccc(Cl)cc1	13%	.	-4%
CCn1c(=N)n(CC(=O)c2ccc(Br)s2)c2ccccc21	19%	-3%	-5%
COc1ccc(NC(=O)CCn2c(=S)[nH]c3ccccc3c2=O)cc1	-10%	-1%	-2%
C=CCOc1ccccc1CNc1cccc(F)c1	9%	8%	-8%
CCOC(=O)CSc1nc2c(sc3cccc(F)c32)c(=O)n1Cc1ccc(OC)cc1	2%	.	-2%
Cc1cc(/C=C2\NC(=O)NC2=O)c(C)n1-c1cccnc1	-5%	-12%	-7%
Cc1ccc(S(=O)(=O)N(C)/N=C/c2ccc(C(=O)O)cc2)cc1	6%	-2%	-6%
Cc1cc[n+](CC(=O)c2ccccc2)c2ccccc12	0%&-6%	-6%	-2%
COc1cc(/C=N/O)cc(Br)c1OC	12%	-8%	-1%
O=C(Cc1ccc(Cl)cc1)N/N=C/c1ccncc1	13%	-2%	1%
CCCCNc1nc2c(-c3cccc(Br)c3)nnn2c2ccccc12	1%	.	-5%
Cn1c(SCc2ccccc2)nnc1C1CCCNC1 (stereo not given)	-3%	-11%	-2%
COc1ccc(C2SCC(=O)N2c2nnc(C34CC5CC(CC(C5)C3)C4)s2)cc1 (stereo not given)	0%	5%	-2%
CC(=O)c1cccc(Nc2nc(-c3sc(N)nc3C)cs2)c1	-18%	-9%	?
O=C(NCCc1ccccc1)NC(Cc1ccccc1)C(=O)O (stereo not given)	0%	-3%	2%
O=C(/C=C/c1ccc([N+](=O)[O-])cc1)NC1CC2CCC1C2 (stereo not given)	0%	2%	-6%
CC(C)(C)NC[C@H](O)COc1cccc2c1CCC(=O)N2	.	14%[21.6 µM]	-24%[21.4 µM]
CSc1oc(-c2ccccc2)nc1S(=O)(=O)c1ccc(C)cc1	-2%	?	-3%

# Screening results (PubChem)

# The list is partial; count on the stated rates, not on these rows.
